IDE cell inh: human IDE inhibitors in live cells, primary screen, fluorescence polarization, HEK cells, FAbetaB substrate | FAbetaB cleavage | Insulin-degrading enzyme (Homo sapiens), P14735 | inhibition, % at 5.59 µM | 320,000 compounds, 0.41% hits;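 active means percent inhibition above the average of all tested compounds plus 3 SD, set per screening campaign, cut at about 16% in these data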;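 further: IDE supplied by intact live HEK cells; FP after avidin binding of uncleaved biotin substrate so inhibition keeps polarization high; 0% = DMSO wells and 100% = 60 µM reference IDE inhibitor Ii1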
Target sequence (P14735 whole entry, looked up): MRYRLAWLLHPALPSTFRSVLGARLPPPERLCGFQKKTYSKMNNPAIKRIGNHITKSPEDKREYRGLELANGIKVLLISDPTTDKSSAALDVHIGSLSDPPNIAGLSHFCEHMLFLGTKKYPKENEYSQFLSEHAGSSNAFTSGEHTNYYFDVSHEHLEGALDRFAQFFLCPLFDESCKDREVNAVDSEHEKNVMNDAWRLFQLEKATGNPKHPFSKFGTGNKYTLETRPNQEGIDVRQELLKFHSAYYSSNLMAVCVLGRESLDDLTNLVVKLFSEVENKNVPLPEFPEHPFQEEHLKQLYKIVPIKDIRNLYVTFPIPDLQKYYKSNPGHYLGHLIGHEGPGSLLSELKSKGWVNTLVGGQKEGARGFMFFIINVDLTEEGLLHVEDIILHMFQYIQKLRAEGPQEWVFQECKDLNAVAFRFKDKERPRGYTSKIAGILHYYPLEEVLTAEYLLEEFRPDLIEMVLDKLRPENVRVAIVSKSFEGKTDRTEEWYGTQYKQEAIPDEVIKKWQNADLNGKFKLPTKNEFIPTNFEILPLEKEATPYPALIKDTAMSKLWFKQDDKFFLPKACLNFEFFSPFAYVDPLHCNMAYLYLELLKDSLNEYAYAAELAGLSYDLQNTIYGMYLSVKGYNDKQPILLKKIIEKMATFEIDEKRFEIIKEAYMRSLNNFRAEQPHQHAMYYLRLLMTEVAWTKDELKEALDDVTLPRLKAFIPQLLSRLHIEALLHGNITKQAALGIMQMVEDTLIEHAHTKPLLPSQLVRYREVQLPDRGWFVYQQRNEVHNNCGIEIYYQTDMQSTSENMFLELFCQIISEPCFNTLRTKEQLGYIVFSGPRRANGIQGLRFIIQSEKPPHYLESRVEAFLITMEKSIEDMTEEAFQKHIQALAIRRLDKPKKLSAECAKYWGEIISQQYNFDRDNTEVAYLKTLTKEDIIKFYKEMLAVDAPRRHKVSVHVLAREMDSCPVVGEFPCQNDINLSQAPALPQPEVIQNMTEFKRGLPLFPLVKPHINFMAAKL
p-CIP stab down: p/CIP-EGFP fusion destabilizers, primary screen, fluorescence, F442A cells; Q05BA5; 290,000 compounds, 0.01% hits; 16 h; AID 1984, 2009; decrease of EGFP signal, % at 10 µM;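 active means EGFP signal decrease of at least 30% at 10 µM or well 3 SD below plate mean, unless failing retest; inactive means the rest, including hits failing retest or dose response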; further: some compounds called inactive have numbers as strong as hits; many of its hits are not listed in these tables
HCV NS3 hel inh: inhibitors of HCV NS3 helicase, primary screen, biochemical, Cy5 molecular beacon fluorescence. 290,000 compounds, 0.56% hits. inhibition, % at 10.9 µM. AID 1800, 2009. NS3 helicase DNA unwinding;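 active means inhibition above the mean of all tested compounds plus 3 SD, set per campaign, cut at about 35% in these data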;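 further: 0% = DMSO wells and 100% = thioflavine S control wells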
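System: HCV NS3 helicase fragment; control set: DMSO and thioflavine S; technique: Cy5 fluorescence at 0 and 60 min, beacon hairpin quenching; reagent: beacon DNA duplex substrate plus ATP; replicates: singlicate; schedule: 1 h reaction at 25 °C, ATP-initiated; medium: MOPS buffer pH 6.5 with MgCl2, DTT, Tween20, BSA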
VIM-2 inhibitor: VIM-2 metallo-beta-lactamase inhibitors, primary screen, biochemical, epi-absorbance readout, Pseudomonas aeruginosa enzyme; AID 1527, 2009; inhibition, % at 5.6 µM; 290,000 compounds, 0.89% hits; purified VIM-2, nitrocefin hydrolysis, epi-absorbance fluorescence;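 active means inhibition above the mean of all tested compounds plus 3 SD, cutoff set per screening run, cut at about 7.5% in these data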;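 further: red hydrolysis product quenches plate fluorescence so inhibitors raise well fluorescence; 0% = enzyme with DMSO and 100% = DMSO without enzyme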
GalR3 antagonist: GalR3 antagonists in HEK293 cells, primary screen, cell-based, fluorescence readout; Galanin receptor type 3 (Homo sapiens), O60755; HEK293 GalR3-CNG cAMP membrane potential fluorescence; galR3 body fused to GalR1 C-terminus; inhibition, % at 3 µM; 360,000 compounds, 0.44% hits; AID 651719, 2012;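 active means inhibition above the screen-wide average plus 3 SD, cut at about 13% in these data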;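 further: forskolin and galanin both at EC90 stimulate the cells; cAMP rise reported by CNG channel membrane potential dye signal; 0% = forskolin plus galanin with DMSO and 100% = forskolin alone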
IMP-1 inh: IMP-1 metallo-beta-lactamase inhibitors, primary screen, biochemical, epi-absorbance readout, Pseudomonas aeruginosa enzyme | metallo-beta-lactamase IMP-1 (Pseudomonas aeruginosa) | purified IMP-1, nitrocefin hydrolysis, epi-absorbance fluorescence | inhibition, % at 5.6 µM | 290,000 compounds, 0.45% hits;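 active means inhibition above the mean plus 3 SD of all compounds in the same screening run, cut at about 4.5% in these data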;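 further: 0% = IMP-1 with DMSO and 100% = DMSO wells lacking enzyme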
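Test system: recombinant IMP-1 enzyme, purified / Medium: HEPES buffer pH 7.1 with ZnSO4 and Brij 35 / Doses: single dose, 5.6 µM / Times: 25 °C, 15 min preincubation, 25 min reaction / Detection: Epi-absorbance via hydrolysed-nitrocefin quenching of white-plate fluorescence, 480/530 nm, EDTA stop / Evaluation: percent inhibition from optical density relative to buffer-blank wells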
IDE cell activ: human IDE activators in live cells, primary screen, fluorescence polarization, HEK cells, FAbeta-B substrate. Insulin-degrading enzyme (Homo sapiens), P14735. 340,000 compounds, 0.073% hits. FAbeta-B cleavage; 0% vehicle, 100% cell-free pure enzyme wells. AID 493087, 2011. activation, % at 5.96 µM;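 active means activation above the mean of all tested compounds plus 3 SD, set per screening campaign, cut at about 17% in these data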
SUMO HTRF inh: inhibitors of in vitro SUMOylation cascade, primary screen, biochemical, HTRF, uHTS; 290,000 compounds, 0.36% hits; HTRF SUMOylation assay, SAE1/SAE2 + UBC9; inhibition, % at 35 µM; SUMO-conjugating enzyme UBC9 (Homo sapiens), P63279; in the data active means inhibition above about 50%, passing the limit was not always enough; further: strong numbers were not always called active
CRFR2-BP antag: antagonists of CRF-BP/CRF-R2 complex, primary screen, cell-based, HEK293, calcium dye fluorescence, uHTS; inhibition, % at 11.8 µM; AID 588475, 2011; CRF-induced calcium fluorescence; 350,000 compounds, 0.59% hits;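 active means inhibition of the ligand-induced calcium signal above about 50% at the single tested concentration, limit read from the data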
* = called active by the depositor; . = no result given.

SMILES	IDE cell inh	p-CIP stab down	HCV NS3 hel inh	VIM-2 inhibitor	GalR3 antagonist	IMP-1 inh	IDE cell activ	SUMO HTRF inh	CRFR2-BP antag
Cc1nn(C)c(C)c1/C=N/NC(=O)C(C)(C)Oc1ccc(Cl)cc1	2.3	0.2	2.8	-5.1	.	-6.4	1.7	12.3	8.0
CN1CCCN(C(=O)CNC(=O)Cc2ccccc2)CC1	4.1	13.6	-1.9	1.5	-4.8	0.9	-0.5	2.2	3.3
C=CCC1(CC=C)CCCN1C(=O)c1cc(COc2ccccc2SC)on1	-5.9	-7.0	-7.8	-1.9	-0.5	-0.5	3.2	-6.7	6.5
COCCNC(=O)c1ccc(C)cc1C	-2.9	-1.5	-0.3	-3.1	-4.9	-2.8	-3.3	-2.8	-29.8
CCOc1ccccc1OCCCC(=O)Nc1nc2ccccc2[nH]1	-4.0	1.0	4.6	-3.5	8.5	-2.0	4.2	-6.0	-9.2
Cc1ccc(CNC(=O)C2CCN(C(=O)Nc3ccc(C)cc3)CC2)cc1	.	-14.1	0.0	-2.6	-7.5	-1.1	3.3	5.6	-6.0
Cc1cc(Cl)ccc1OCC(=O)N[C@@H](Cc1ccccc1)c1nc2ccccc2[nH]1	1.2	-0.2	-17.2	-1.9	-2.0	-1.5	6.1	14.8	0.4
O=C(Nc1ccccc1)c1ccccc1O	0.3	-0.5	-2.9	-2.1	-3.9	-3.3	3.1	16.8	18.2
CCOc1ccc(N2C(=O)c3ccc(C(=O)OCC(=O)N(CC)C4CCS(=O)(=O)C4)cc3C2=O)cc1 (stereo not given)	0.3	12.2	1.8	-2.3	-8.0	-3.6	0.4	53.6*	6.0
COc1cc(NS(=O)(=O)c2cn(C)cn2)cc(OC)c1OC	-0.4	-5.4	-7.5	-2.2	-5.4	-3.9	-0.2	12.2	-7.6
CC(C)c1ccc(N(C(=O)c2snc(C(N)=O)c2N)C(C(=O)NC2CCCC2)c2ccncc2)cc1 (stereo not given)	2.4	-4.2	-8.1	-3.4	-1.4	-2.2	-4.7	23.2	4.8
Cc1cc(C)cc(NC(=O)NCc2ccccn2)c1	-0.8	-27.3	-5.4	0.2	-3.0	-0.8	4.4	9.1	7.1
C=CCOC(=O)CSCC(NC(=O)OC(C)(C)C)C(=O)OCC (stereo not given)	3.2	3.2	2.5	0.1	-1.7	-0.7	0.5	0.0	11.8
Cc1nc([N+](=O)[O-])cn1CC(=O)c1ccc(Cl)cc1	5.3	0.3	-13.7	-1.0	-13.7	-1.0	3.0	5.7	-3.1
COc1ccc(/C(C)=N/NC(=O)CNC(=O)Cc2ccccc2)c(OC)c1	2.7	-2.3	-0.4	0.4	0.8	-1.4	0.9	-3.6	3.8
CCC1(CC)Cc2ccccc2-c2nc(-c3ccccc3)oc(=O)c21	3.8	-2.3	0.1	-1.7	.	-0.1	7.4	11.5	16.6
Cn1c(N/N=C/c2ccccc2)nc2sc3c(c2c1=O)CCC3	5.3	3.5	4.5	2.3	2.4	-1.8	-13.9	1.8	6.5
CC1(C)CC2CC(C)(CN2S(=O)(=O)c2ccc(C(=O)Nc3cc(S(=O)(=O)N4CCOCC4)ccc3Cl)cc2)C1 (stereo not given)	-8.3	-7.6	-11.2	-0.9	-4.0	-1.3	-0.3	-0.9	-48.4
CC(C)(C)C1(C)OC(C(=O)NC2CCCCC2)C(C(=O)NC2CCCCC2)O1 (stereo not given)	-0.2	-9.6	6.6	-0.5	-6.5	-3.0	4.4	3.2	-11.9
O=C(c1ccco1)N1CCN(c2ncnc3c2nnn3Cc2ccccc2Cl)CC1	-2.8	0.6	4.2	-0.4	-5.9	-0.3	-1.9	-0.6	14.7

Reprinted at random: two records from the list
SMILES	IDE cell inh	p-CIP stab down	HCV NS3 hel inh	VIM-2 inhibitor	GalR3 antagonist	IMP-1 inh	IDE cell activ	SUMO HTRF inh	CRFR2-BP antag
CC(C)c1ccc(N(C(=O)c2snc(C(N)=O)c2N)C(C(=O)NC2CCCC2)c2ccncc2)cc1 (stereo not given)	2.4	-4.2	-8.1	-3.4	-1.4	-2.2	-4.7	23.2	4.8
Cn1c(N/N=C/c2ccccc2)nc2sc3c(c2c1=O)CCC3	5.3	3.5	4.5	2.3	2.4	-1.8	-13.9	1.8	6.5

New compounds follow:
SMILES	IDE cell inh	p-CIP stab down	HCV NS3 hel inh	VIM-2 inhibitor	GalR3 antagonist	IMP-1 inh	IDE cell activ	SUMO HTRF inh	CRFR2-BP antag
O=c1[nH]c(/C(Cl)=C/c2cccc(F)c2)nc2cc(C(F)(F)F)ccc12	0.8	3.7	0.3	-0.2	0.7	-0.5	6.3	5.7	-6.2
Cc1nc(-c2ccccc2)nc(Cl)c1Cl	3.2	3.0	1.1	1.2	-5.3	-2.0	0.3	-9.2	6.3
CC(C)c1ccc(NC(=O)C2CCCN(S(=O)(=O)c3cnc[nH]3)C2)cc1 (stereo not given)	-2.6	-4.6	10.9	-0.2	-3.5	-3.8	3.0	1.0	-6.8
Cc1cc(-c2ccc(C)c(S(=O)(=O)NCc3ccc(Br)cc3)c2)on1	-2.3	3.9	-3.3	-1.6	-2.7	-1.8	-0.2	-28.0	-28.6
O=S1(=O)CC/C(=N\Nc2ccccc2)c2ccsc21	4.0	12.9	-7.2	-2.4	-5.1	-2.1	0.9	9.2	-3.0
CCOc1ccc2ccccc2c1C(=O)Nc1cc(=O)n(C)c(=O)n1C	-3.7	17.2	8.6	-0.9	3.3	-3.2	3.4	2.7	0.0
Cc1cc(-c2nnc(SCC(=O)Nc3ccccc3C)n2N)n[nH]1	2.8	-6.6	4.5	-1.5	3.6	-3.6	2.3	6.8	9.4
O=S1(=O)NC(C2CC2c2ccccc2)CCO1 (stereo not given)	0.0	-9.8	-4.0	-2.1	-4.3	-6.5	7.0	9.0	5.7
CC(O)C1C(=O)OC2(C)CC(C)(C)NC(=S)N12 (stereo not given)	5.2	-11.1	-0.9	-0.3	-4.8	-3.2	-2.6	16.3	16.3
COCCCNC(=O)CSc1nc2ccc(N3CCOCC3)cc2c(=O)n1CCc1ccccc1	5.6	.	21.1	-4.5	-5.1	-5.6	6.7	.	-3.7
O=C(CN(C(=O)CCC(=O)Nc1ccccn1)c1cccc(F)c1)NCc1ccc(F)cc1	5.3	-18.5	3.6	-5.3	-8.6	-2.9	-6.0	-3.0	-3.2
O=C(NCCCN1CCCC1=O)c1cccc(S(=O)(=O)N2CCN(c3ccc(F)cc3)CC2)c1	-8.2	-18.6	-0.7	0.2	1.2	-1.3	2.0	9.6	4.4
CCc1ccc(N2C(=O)c3cc(N4CCOCC4)c([N+](=O)[O-])cc3C2=O)cc1	1.8	-33.4	0.6	-4.0	.	-3.6	.	3.7	.
CC(C)c1ccc(NC(=O)CCNS(=O)(=O)c2cccc3nsnc23)cc1	-3.9	6.0	0.5	-3.3	-5.5	-3.1	-0.9	10.2	-13.6
O=C(NNC(=O)C1CC=CCC1)c1ccccc1Br (stereo not given)	0.6	-2.4	0.1	-2.6	-3.6	-3.8	1.8	4.2	1.7
Cc1ccc([C@@H]2[C@@H]3C(=O)N(C)C(=O)[C@@H]3[C@]3(C)C(=O)N(Cc4ccccc4)CC(=O)N23)o1	4.8	-0.1	18.1	-1.0	-1.5	-2.9	-0.5	-6.4	-0.8
CCN1CCN(c2cc(C)c3cc(NC(=O)c4ccc(OC)c(OC)c4)ccc3n2)CC1	0.3	0.6	1.7	-2.6	-0.4	-4.3	-3.7	15.2	3.7
O=C(c1ccc(Cl)cc1)N1CCc2c([nH]c3ccccc23)C1C(F)(F)F (stereo not given)	2.6	-16.1	11.0	-1.5	-2.5	-2.2	1.2	-13.0	-13.1
CC(C(=O)Nc1ccccn1)N1C(=O)c2ccccc2S1(=O)=O (stereo not given)	-0.2	.	.	.	8.9	.	-3.0	.	15.9
O=C(/C=C/c1cccc([N+](=O)[O-])c1)N1CCN(c2ccccc2F)CC1	4.0	-3.7	5.1	-1.0	-3.9	0.2	1.0	0.1	-11.6
Cc1cc(=O)n2ccccc2c1C#N	3.1	10.2	-3.5	0.9	-4.8	-2.6	5.2	27.7	44.8
CCOc1ccc(N2C(=O)CC(Sc3nc(-c4cccs4)cc(C(F)(F)F)c3C#N)C2=O)cc1 (stereo not given)	6.9	-9.4	31.1	-4.2	3.7	-2.3	1.4	23.4	2.4
CC1CCN(c2nc3ccc(C(=O)NCCCN4CCCCC4)cc3s2)CC1	-0.1	-11.6	-17.4	10.1*	0.0	-7.0	5.2	2.7	2.0
N#Cc1ccc(CN2CCN(c3ccc(S(=O)(=O)N4CCCC4)cn3)CC2)cc1	-4.7	.	.	.	1.6	.	3.7	.	2.0
CN(C)S(=O)(=O)c1cccc(NC(=O)COC(=O)c2cn(-c3ccccc3)nc2-c2ccccc2)c1	4.6	-0.7	-21.2	0.0	-4.3	0.6	-3.7	-11.0	-1.3
O=C(O)Cn1c(C(F)(F)F)nc2ccccc21	-1.4	2.3	-0.6	-2.5	-3.6	-3.6	5.0	-2.2	-8.5
C/C(=N/NS(=O)(=O)c1ccc(C)cc1)c1ccc(NC(=O)C(F)(F)F)cc1	1.1	-1.6	-6.6	-1.7	-6.4	-0.8	4.1	-16.0	-17.1
Cc1cccc(NC(=O)Nc2ccc3c(c2)CCC3)c1	-5.3	-5.1	6.6	0.6	0.9	-1.1	0.2	7.6	7.1
CCc1ccc(-c2nn(-c3ccccc3)cc2C2SCC(=O)N2Cc2ccco2)cc1 (stereo not given)	-1.0	-6.0	-4.3	-4.4	-3.8	-3.3	1.5	-1.1	-21.5
Cc1ccc(-c2c(C(=O)NNC(=S)NCC3CCCO3)csc2C)cc1 (stereo not given)	-0.1	-9.1	-2.0	-1.9	2.6	-3.6	6.5	-11.4	-17.0
CCOc1ccc(NC(=O)CSc2nnc(Cn3c(=O)sc4ccccc43)n2C)cc1	-3.2	-23.4	0.5	-1.3	0.9	-2.9	-1.5	13.6	-3.4
CCN1CCN(C(=O)/C=C/c2c(F)cccc2Cl)CC1	-0.8	-1.2	11.0	-1.2	-2.7	1.3	2.3	-2.6	7.5
C[C@@H](Oc1ccccc1)c1nnn(Cc2ccccc2)c1-c1c([C@@H](C)Oc2ccccc2)nnn1Cc1ccccc1	-5.3	0.4	.	.	0.3	.	.	9.2	-4.3
Cc1ccc(C(=O)NNC(=O)CCOc2cccc(C)c2)cc1	-4.2	.	.	.	1.0	.	0.3	.	-5.3
